# HSF1 activator = increases HSF-1 driven luciferase reporter signal. 300,000 tested, 1.7% active. NIH3T3-HGL HSF-1 luciferase reporter, MG132, 8 h; 100% = twice DMSO control signal. AID 504408. activation, % at 9 µM;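 active means mean replicate activation of at least 50% with a set share of replicates each reaching 50%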;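 further: 0% = median of the neutral control wells and 100% = twice that signal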
# HSF1 inhib = HSF1 inhibition; NIH3T3-HGL HSE-luciferase, MG132-induced, luminescence 8 h; hits give low values; activity change, negative = inhibition, % at 7.5 µM (by protocol); 300,000 tested, 0.77% active;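 active means more than half of replicate wells show activity change below -50%, luminescence cut by over half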;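 further: luciferase reports HSF-1 transcriptional activity via heat shock element; 0% = median of DMSO wells and -100% = zero luminescence signal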
# aSyn UTR inh = MLPCN primary screen, SNCA 5' untranslated region | inhibition, % (tested at 7.5 µM) | AID 1813 | alpha-synuclein 5'UTR reporter, inhibitor activity | 300,000 tested, 0.82% active; in the data active means inhibition above about 60%;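 further: H4 neuroglioblastoma cells stably carrying SNCA 5'UTR luciferase fusion; 0% = DMSO wells and 100% = positive control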
# GSK3 alpha inh = human GSK-3 alpha kinase inhibition. inhibition, % at 10 µM. 320,000 tested, 0.1% active. ADP-Glo luminescence, 60 min. P49840;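 in the data active means inhibition above about 50%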;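 further: GST-tagged GSK-3 alpha with peptide substrate and 25 µM ATP; 0% = DMSO neutral wells and 100% = GW8510 positive control wells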
# Target sequence (P49840 whole entry, looked up): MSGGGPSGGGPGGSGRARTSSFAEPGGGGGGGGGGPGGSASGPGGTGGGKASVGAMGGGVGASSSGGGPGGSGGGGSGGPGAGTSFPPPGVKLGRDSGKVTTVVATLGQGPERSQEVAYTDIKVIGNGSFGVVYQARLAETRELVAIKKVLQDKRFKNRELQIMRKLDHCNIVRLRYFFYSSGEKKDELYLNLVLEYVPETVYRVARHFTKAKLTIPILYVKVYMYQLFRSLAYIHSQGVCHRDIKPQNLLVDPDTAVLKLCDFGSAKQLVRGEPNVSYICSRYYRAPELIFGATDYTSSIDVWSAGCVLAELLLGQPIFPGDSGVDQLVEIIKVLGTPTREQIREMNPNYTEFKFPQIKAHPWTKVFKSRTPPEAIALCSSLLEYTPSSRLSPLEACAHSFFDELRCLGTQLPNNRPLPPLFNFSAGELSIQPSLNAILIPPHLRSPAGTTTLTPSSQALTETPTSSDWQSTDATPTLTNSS
# Dyrk1A ADPGlo = blocks rat Dyrk1A kinase activity | AID 504441 | inhibition, % at 12.5 µM | ADP-Glo luminescence, NFATc1 peptide | 310,000 tested, 0.43% active | Q63470; in the data active means inhibition above about 50%;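 further: plate controls were vehicle with enzyme for no effect and no enzyme for full effect; many of its hits are not listed in these tables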
# Platelet DG rel = modulates dense granule release in human platelets | human platelet-rich plasma, SFLLRN dense granule ATP release, luminescence | inhibition, %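 (compounds screened at 7.5 µM in platelet-rich plasma)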 | 300,000 tested, 0.22% active | AID 1663;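 active means mean replicate score, as percent of positive control, at or above 50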
# HSP90 inh = blocks HSP90-mediated luciferase refolding in reticulocyte lysate; AID 1789; 290,000 tested, 0.91% active; Rabbit reticulocyte lysate, luciferase refolding luminescence, 3 h; inhibition, % at 5.6 µM;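 active means inhibition above the screen-wide mean plus 3 SD, computed separately per campaign, cut at about 16% in these data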;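 further: 0% = DMSO wells and 100% = 60 µM geldanamycin wells; inhibitors lower the luminescence because luciferase stays unfolded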
# KLF5 inh = suppresses KLF5 promoter-driven expression; AID 1700; 290,000 tested, 0.23% active; DLD-1 KLF5 promoter-luciferase reporter, luminescence; inhibition, % at 5 µM;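 active means inhibition above a per-plate limit of that plate's mean compound inhibition plus 3 SD, cut at about 60% in these data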;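 further: 0% = DMSO wells and 100% = LY294002 at 200 µM; higher means less KLF5 promoter-driven luciferase light; inactives centre near -14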
# IEC-6 tox = IEC-6 cytotoxicity, counter-screen for KLF5 inhibitors; luminescence viability; inhibition, % at 5 µM; 290,000 tested, 0.78% active; AID 1825; in the data active means inhibition above about 22%;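 further: 0% = plate median of test compound wells and 100% = cytotoxic reference compound wells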
# GSK3beta inhib = blocks human GSK3beta kinase activity | P49841 | GST-GSK3beta kinase, ADP-Glo luminescence, 60 min; hits give low values | activity score (negative = inhibition), % at 10 µM | 300,000 tested, 0.038% active | AID 2097;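 active means more than half of replicate wells score below -50%, meaning over 50% inhibition versus plate controls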;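 further: 0% = median DMSO wells and -100% = median GW8510 positive control wells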
# Target sequence (P49841 whole entry, looked up): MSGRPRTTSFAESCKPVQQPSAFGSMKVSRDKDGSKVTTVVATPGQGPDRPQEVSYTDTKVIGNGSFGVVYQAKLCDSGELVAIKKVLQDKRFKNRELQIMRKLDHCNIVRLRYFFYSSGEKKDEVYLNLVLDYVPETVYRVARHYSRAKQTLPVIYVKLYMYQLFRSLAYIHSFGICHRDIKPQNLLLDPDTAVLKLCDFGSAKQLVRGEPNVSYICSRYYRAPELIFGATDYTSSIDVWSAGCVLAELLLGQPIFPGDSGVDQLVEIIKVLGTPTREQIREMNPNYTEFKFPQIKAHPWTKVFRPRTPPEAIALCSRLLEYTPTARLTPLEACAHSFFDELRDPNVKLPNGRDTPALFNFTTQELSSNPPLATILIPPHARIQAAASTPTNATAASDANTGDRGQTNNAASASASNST
#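 Assay system: GST-tagged human GSK3beta kinase, cell-free; Input: 1.6 ng GSK3beta; Medium: Tris/MgCl2 kinase buffer; Timing: 60 min enzyme reaction, room temperature; Signal: ADP-Glo luminescence quantifying ADP generated by kinase; Evaluation: score relative to plate controls; Benchmarks: DMSO neutral wells and GW8510 at 20 µM as positive.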
# * = called active by the depositor; / = not tested or not shown. The list is partial; count on the stated rates, not on these rows.
SMILES,HSF1 activator,HSF1 inhib,aSyn UTR inh,GSK3 alpha inh,Dyrk1A ADPGlo,Platelet DG rel,HSP90 inh,KLF5 inh,IEC-6 tox,GSK3beta inhib
COc1cc(S(=O)(=O)NCc2ccccc2)ccc1-n1cnnn1,-19,-5,-1,0,-3,/,-1,-13,4,2
CCOC(=O)N1CCC(N2CCCC(C(=O)c3cc(C)c(OC)c(C)c3)C2)CC1 (stereo not drawn),7,6,9,-5,-5,-5,-2,-28,4,2
CCOC(=O)c1ccc(NC(=O)N2CCN(C(=O)c3ccco3)CC2)cc1,-31,-33,7,-1,0,4,-4,-18,0,-4
COc1ccc(CCNC(=O)C(=O)NCC2OCCN2S(=O)(=O)c2ccc(C)cc2)cc1OC (stereo not drawn),2,-5,-1,-1,3,3,2,14,0,0
CCOC(=O)c1ccc(NC(=O)CCc2ccc(C)o2)cc1,42,4,-10,-10,1,62*,2,-11,0,-1
CCCC(O)(CCN1CCOCC1)c1ccc(Br)cc1 (stereo not drawn),10,4,-8,-1,3,-4,3,26,-2,0
CCOc1ccccc1NC(=O)COC(=O)C1CCC1,0,-6,3,1,-1,-1,5,8,2,1
CC(C)CNS(=O)(=O)c1cc(C(=O)OCC(=O)c2ccc3c(c2)OCCO3)c(Cl)cc1Cl,69*,21,-14,4,-1,-1,0,-10,5,-3
O=C(NCc1ccco1)c1n[nH]c(=O)c2ccccc12,-2,-5,-3,6,0,-2,4,-25,-2,2
CC1CCN(Cc2c(C(=O)N3CCc4ccccc4C3)nc3ccc(Cl)cn23)CC1,17,-4,12,-4,3,8,2,-1,-2,-2
c1ccc(CSCc2nc3ccccc3[nH]2)cc1,24,14,-91,0,3,7,-3,-68,11,5
Cc1cc(C)cc(NC(=O)CCOc2ccccc2)c1,4,-1,-11,-48,-2,-1,0,-55,0,5
CCOc1ncccc1C(=O)OCC(=O)c1ccc(F)cc1,12,6,-5,-1,-3,-1,1,-23,-2,0
O=c1[nH]c(O)c(/C=C2\C=Nc3ccc(Br)cc32)[nH]1,4,2,-21,11,12,2,0,-20,3,-3
CCOc1cc(-c2nnn(CC(=O)N3CCCCC3)n2)ccc1OC,-4,-8,6,-2,10,1,-2,-8,-1,3
COc1ccc(CNC(=S)Nc2ccc(OC)cc2)cc1,9,-2,-27,-1,-4,-2,0,-23,-4,1
Cc1cc2c(cc1S(=O)(=O)C(C)CC(=O)NCc1ccco1)OCC(=O)N2 (stereo not drawn),13,2,-4,0,-6,-13,-2,-22,-2,-1
CSCCC(NC(=O)/C(=C\c1ccco1)NC(=O)c1ccco1)C(=O)O (stereo not drawn),40,17,-6,-1,3,17,8,5,6,1
Cc1c(C(=O)Nc2ccccc2)sc2nc[nH]c(=O)c12,17,10,-72,14,-1,12,-1,-24,-3,-4
O=C(NCc1n[nH]c(=S)n1-c1ccc(Br)cc1)c1ccc(S(=O)(=O)N2CCCCC2)cc1,5,4,-13,-6,4,7,1,-12,-5,1
CCOC(=O)C1=C(C)NC(C)=C(C(=O)OCC)C1c1cccs1,5,10,15,-2,1,-5,0,8,-3,0
Cc1noc(C)c1COC(=O)CCCc1c[nH]c2ccccc12,-6,2,-1,-3,-3,-2,4,11,3,2
CCOC(=O)c1c(N)sc(C(O)(C(F)(F)F)C(F)(F)F)c1-c1ccccc1,-14,-2,9,-4,-6,-1,1,-1,7,0
CCNC(=O)CC1C(=O)N(CC)C(=S)N1NC(=O)c1cccnc1 (stereo not drawn),17,-1,-6,1,-5,6,0,-27,-12,0
CCCCCn1c(C(Cc2ccccc2)NC(=O)COC)nc2ccccc21 (stereo not drawn),9,9,10,-1,2,0,-3,-27,-3,0

# Going on with the list.
SMILES,HSF1 activator,HSF1 inhib,aSyn UTR inh,GSK3 alpha inh,Dyrk1A ADPGlo,Platelet DG rel,HSP90 inh,KLF5 inh,IEC-6 tox,GSK3beta inhib
CCCOc1ccc(NC(=O)OC2CCN(C)CC2)cc1,-9,-2,-33,/,-1,1,-3,-41,1,3
COc1cc2c(cc1OC)CN(C(=O)c1ccc(S(=O)(=O)N3CCCCCC3)cc1)CC2,21,3,10,-1,-4,-9,0,-28,0,3
COc1cccc(C(=O)NCC2(c3ccccc3)CCCC2)c1,6,4,18,-3,1,-1,-1,-15,-1,0
COc1ccc(-c2ccc(OC)cc2C(=O)O)cc1,-13,-12,26,-2,1,-4,2,-35,-4,1
O=C(NCCc1cccs1)c1ccc(Cl)cc1,37,16,21,1,/,12,19*,-77,-3,-3
CCCCN(CC)S(=O)(=O)c1ccc(C(=O)Nc2nnc(-c3ccccc3Cl)o2)cc1,-20,-8,76*,-1,3,-13,-2,-13,-3,2
CCOC(=O)C1CCN(S(=O)(=O)CCNC(=O)c2cccc(OC)c2)CC1,-8,-3,-8,-5,-1,-14,/,/,/,2
NC(=O)c1nsc(C(=O)N(CC(=O)NCc2ccco2)c2ccccc2F)c1N,17,2,-7,11,1,0,-2,-26,-1,4
Cc1ccc(Sc2c(C=O)c3ccccc3n2C)cc1,-35,-33,3,-4,-4,28,-3,14,-1,1
CC(C)NC(=O)NNc1c(Cl)cncc1Cl,6,-1,18,2,-4,5,5,-20,2,-4
O=C(NC1=NCCS1)C12CC3CC(CC(C3)C1)C2,-18,-7,-7,-2,2,-1,-6,-70,-14,1
Cc1occc1-c1nnc(SCC(=O)N2CCOCC2)n1CCc1ccccc1,-25,-2,18,-5,-7,8,0,14,0,6
Oc1ccc2c(c1)C1CCCC1(N1CCOCC1)O2 (stereo not drawn),-2,1,-13,0,1,-1,2,-28,-15,-2
COc1cc(OC)c(CN2CCc3c([nH]c4ccccc34)C2)cc1Br,-12,-10,-3,2,16,-11,0,13,-1,-5
O=C(CSc1nnnn1C1CCCCC1)NCc1cccs1,32,10,15,-1,-2,6,2,9,-2,-1
COc1ccc(NC(=O)NNC(=O)COc2ccc3ccccc3c2)cc1,-7,-11,14,0,1,1,-2,-20,-7,-1
CCOC(=O)c1ccc(NC(=O)C2CC(=O)N=C(N)S2)cc1 (stereo not drawn),/,/,0,0,-1,14,-1,-28,-1,-1
CCOC(=O)c1ccc2[nH]c3c(c2c1)CCCC3NC=O (stereo not drawn),-13,0,-24,-2,-1,7,0,-60,-2,-5
O=c1[nH]c(/C=C/c2ccccc2OC(F)F)nc2c1cnn2-c1ccccc1,19,19,10,1,0,7,3,-20,-3,-2
CCOc1cccc(N(C(=O)c2ccco2)C(C(=O)NC2CCCC2)c2cccnc2)c1 (stereo not drawn),2,-8,4,-3,-6,4,3,-10,4,-24
O=C(OCC(=O)N1CCN(c2ccccc2)CC1)c1ccccc1[N+](=O)[O-],25,20,-141,-2,11,10,/,/,/,0
Cc1cc(C)c(S(=O)(=O)c2ccccc2C)c(Oc2ccccc2)n1,-30,-17,7,2,0,6,5,31,10,1
CCN(CC)c1ccc(/C=N/NC(=O)c2cccc(S(=O)(=O)Nc3ccccc3OC)c2)cc1,-1,-2,-5,/,1,-2,-1,-2,-3,-1
Cc1cccc(Oc2ccccc2N)c1,-3,0,-23,6,2,0,-1,-12,-4,-2
O=C(CNC(=O)c1cccc(F)c1)N/N=C/C=C/c1ccccc1,10,2,-10,-2,7,-10,6,-31,-1,2

# Grouped by structure: those above with two or more sulfur atoms
SMILES,HSF1 activator,HSF1 inhib,aSyn UTR inh,GSK3 alpha inh,Dyrk1A ADPGlo,Platelet DG rel,HSP90 inh,KLF5 inh,IEC-6 tox,GSK3beta inhib
O=C(NCc1n[nH]c(=S)n1-c1ccc(Br)cc1)c1ccc(S(=O)(=O)N2CCCCC2)cc1,5,4,-13,-6,4,7,1,-12,-5,1
O=C(CSc1nnnn1C1CCCCC1)NCc1cccs1,32,10,15,-1,-2,6,2,9,-2,-1

# Next records
SMILES,HSF1 activator,HSF1 inhib,aSyn UTR inh,GSK3 alpha inh,Dyrk1A ADPGlo,Platelet DG rel,HSP90 inh,KLF5 inh,IEC-6 tox,GSK3beta inhib
COc1cc2c(cc1OC)N1C(=O)CC(OCC(=O)O)C3C4CC5(CCN5C(=O)C4=O)C2C31 (stereo not drawn),23,9,-12,-6,-2,-1,-2,-7,-3,3
O=S(=O)(c1cccc(Br)c1)N1CCN(c2ccnc3cc(Cl)ccc23)CC1,1,3,-2,1,0,-34,1,-30,0,0
CCn1c(C2CC(=O)N(Cc3ccccc3)C2)nc2ccccc21 (stereo not drawn),5,-1,18,-1,0,3,2,-23,-3,3
O=c1c2ccccc2oc2nc(C3CCCCC3)n(Cc3ccco3)c(=O)c12,35,19,4,-1,3,-4,0,-24,2,2
COCCNC(=S)N/N=C/c1ccc2c(c1)OCCO2,6,7,7,-3,4,-3,-2,-14,12,1
CCOC(=O)c1c(C)c(C)n(Cc2cccc(OC)c2OC)c1C,-1,-2,18,-1,0,4,4,17,-6,2
N=c1oc2ccc(Cl)cc2cc1C(=O)Nc1ccc(F)cc1,16,9,-68,0,1,-4,-4,-115,-2,3
O=C1CCCN1c1ccc(S(=O)(=O)NCc2ccc(F)cc2)cc1,5,-4,-4,-1,/,21,-1,-23,2,-2
CN(CCNC(=O)C1(O)c2ccccc2NC(=O)N1c1ccccc1)Cc1ccccc1 (stereo not drawn),/,/,/,-1,5,/,2,-6,1,/
CCC(C)[C@H](NC(=O)C1CC(=O)N(c2ccc(OC)cc2)C1)C(=O)NC1CCCC1 (stereo partly drawn),-8,3,13,-1,-2,-14,-1,-14,-1,1
CC(C)CSc1nc2c(c(=O)[nH]c(=O)n2C)n1CCc1ccccc1,-4,8,19,-2,1,-2,4,-6,-2,-3
CCOc1ccc(CCNC(=O)C2=C(C)C(=O)OC23CCCCC3)cc1OCC,1,-1,11,-3,-3,7,-1,-25,-7,0
CC(C)(C)C1CCC(=NNc2nc3ccccc3[nH]2)CC1 (stereo not drawn),-22,-18,-47,-2,8,-8,7,-8,3,1
Cc1ccc(NC(=O)[C@H](NC(=O)[C@@H]2Cc3ccccc3CN2)c2ccccc2)cc1C,-7,4,-2,0,0,-4,0,-18,-4,1
COc1ccc(-c2cc(=O)c3cc(F)ccc3[nH]2)cc1,8,3,-50,0,0,1,0,-6,0,1
CC(C)N1C(=O)S/C(=C/c2ccc(Sc3nc4ccccc4[nH]3)o2)C1=O,16,5,-12,4,2,12,0,-28,3,6
CC1CCN(c2ccc(C=O)o2)CC1,58*,39,-12,1,-2,-8,1,-22,2,2
CCN(CC)S(=O)(=O)c1cccc(C(=O)NC2CCCCC2)c1,2,1,-33,1,8,-1,7,-9,4,2
C[C@@H]1C=C[C@](Cc2ccccc2)(C(=O)NCCc2c[nH]c3ccccc23)N1C(=O)c1ccccc1,0,7,11,-1,/,-2,1,-9,-5,1
COC(=O)c1c(NC(=O)CN2CCCC(C)C2)c2c(C)cccc2n1C (stereo not drawn),1,3,3,-1,5,0,4,9,7,-2
CN(C)c1cccc(C(=O)NCCCn2ccc3ccccc32)c1,7,0,0,-1,-2,7,-1,-9,-1,0
c1ccc(-c2ccccc2-n2cnnn2)cc1,-5,-8,17,0,0,0,-2,-2,5,3
CN(C)Cc1nc2c(c(=O)[nH]1)C(C)(C)Cc1ccccc1-2,-9,-4,6,/,12,-4,5,-12,-1,0
